Source: PubChem BioAssay
AID2073 = inhibitors of Mint1-CaV2.2 protein interaction, biochemical, HTRF (AID 2073); HTRF protein-protein interaction, Mint1-CaV2.2; higher % means a stronger effect; one-dose inhibition, % at 20 µM; IC50 in µM for titrated hits; 290,000 tested, 0.19% active; in the data active means inhibition mostly above about 51%, no sharp cut-off; inconclusive means no clear call, values can overlap the other calls; inactive means mostly below about 53%; further: some results filed as inactive read as strong as hits
LYP phosphatase = PTPN22 lymphoid phosphatase activity blockers – biochemical, fluorescence intensity, uHTS (AID 1779) | inhibition, % at 11.5 µM; hits with a dose series show IC50 in µM | recombinant LYP phosphatase, fluorescence intensity; higher % means a stronger effect | 290,000 tested, 0.054% active;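 further: plate controls were vehicle with enzyme for no effect and no enzyme for full effect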
Siah-1 displacement = blockers of Siah-1 interaction with plectin peptide – biochemical, fluorescence polarization, rhodamine-plectin, uHTS, primary screen (AID 1817) | Siah-1 / rhodamine-plectin peptide fluorescence polarization; higher % means a stronger effect | displacement, % at 20 µM, or IC50 in µM where a hit was titrated | 290,000 tested, 0.02% active;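 active means displacement of at least 50% at 20 µM, with a fluorescence ratio check between 0.3 and a set limit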;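 further: plate controls were Siah plus tracer with DMSO for no effect and tracer alone without Siah for full effect; strong numbers were not always called active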
XIAP displacement = XIAP antagonists, biochemical, IAP family, fluorescence polarization (AID 1018); 200,000 tested, 0.007% active; displacement, % at 20 µM; hits with a dose series show IC50 in µM; XIAP BIR domain, fluorescence polarization peptide displacement; higher % means a stronger effect; in the data active means displacement above about 50%; further: a part of the inactive calls stands beside numbers as strong as those of hits
M1AAP inhibition = malaria alanyl aminopeptidase activity blockers – biochemical, fluorogenic H-Leu-NHMec substrate, 1536-well (AID 1445). recombinant M1AAP, H-Leu-NHMec fluorogenic kinetic assay; higher % means a stronger effect. inhibition, % at 30 µM; hits with a dose series show IC50 in µM. 220,000 tested, 0.42% active;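 active means primary inhibition above the hit cutoff, then over 50% inhibition at one or more dose response concentrations, cut at about 23% in these data, passing the limit was not always enough; inconclusive means conflicting primary data, or primary hits not chosen for dose response; inactive means low primary inhibition, or under 50% at every dose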;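 further: plate controls were DMSO full reaction for no effect and no enzyme background for full effect; strong numbers were not always called active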
Lipid droplet = hepatic lipid droplet formation modulation; AML12 mouse hepatocytes, oleate lipid droplets, BODIPY imaging; inhibition, % at 6.5 µM; 240,000 tested, 0.4% active;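 active means lipid droplet intensity inhibited by at least 50%, with more than 500 cells counted; inconclusive means wells with under 300 cells, treated as cytotoxic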
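Test system: AML12 mouse liver cells; schedule: overnight exposure; technique: high-content imaging of BODIPY-stained droplets and DAPI nuclei; read-out: % inhibition of corrected integrated BODIPY droplet signal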
NOD2 inhibition = inhibition of NOD2-driven NF-kB reporter – cell-based, luminescence, uHTS, HEK293 (AID 1566). 290,000 tested, 0.63% active. inhibition, % at 4 µM; hits with a dose series show EC50 in µM. HEK293 NOD2/NF-kB luciferase reporter, luminescence; higher % means a stronger effect; further: many of its hits are not listed in these tables
M17LAP inhibition = P. falciparum M17LAP inhibitors, primary screen, biochemical, fluorogenic H-Leu-NHMec substrate, 1536-well (AID 1619); recombinant M17LAP, H-Leu-NHMec fluorogenic kinetic assay; higher % means a stronger effect; inhibition, % at 30 µM; hits with a dose series show IC50 in µM; 220,000 tested, 0.38% active;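 active means compound inhibiting the enzyme by more than half at any dose during confirmatory dose-response retesting; inconclusive means strong single-dose inhibitors picked by rank but not retested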;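 further: plate controls were full reaction with DMSO carrier for no effect and no enzyme background for full effect; strong numbers were not always called active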
ER stress rescue = protection against thapsigargin-triggered cell killing – 384-well, CSM14.1, ATP luminescence, primary screen (AID 1222). CSM14.1 thapsigargin-induced death rescue, ATP luminescence; higher % means a stronger effect. cellular ATP content (survival), % at 20 µM, or EC50 in µM where a hit was titrated. 190,000 tested, under 10 active;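 active means EC50 below 50 µM in the dose-response confirmation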;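 further: death triggered by thapsigargin at about 15 µM added after 2 h compound pretreatment; cell ATP read after overnight thapsigargin exposure of roughly 18 to 22 hours; normalized against plate controls of thapsigargin alone and 5% DMSO vehicle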
Lipid droplet cells 6.5 µM = recorded beside Lipid droplet, whose call it bears; cell count; measured here: cell count, cytotoxicity flag;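 cells counted across two imaged fields per well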
Starred values were filed as active, the others as inactive; ? = inconclusive; · = not tested or not shown; & = joins results of further samples. Unless noted, no stated cut-off is given here; in the data, active means inhibition above about 50%; inactive means the rest. An excerpt. The share of hits here may be higher or lower than overall.

SMILES | AID2073 | LYP phosphatase | Siah-1 displacement | XIAP displacement | M1AAP inhibition | Lipid droplet | Lipid droplet cells 6.5 µM | NOD2 inhibition | M17LAP inhibition | ER stress rescue
O=C(NCC(=O)N(c1ccccc1)C(C(=O)NCC1CCCO1)c1ccccc1)c1ccco1 (stereo unspecified) | 1% | -12% | -5% | 0.1% | 4% | · | · | -5% | -2% | 0.9%
CC(=O)Nc1ccc(C(=O)NCC(c2ccco2)N(C)C)cc1 (stereo unspecified) | 9% | -7% | 2% | · | · | -8 | 694 | 12% | · | ·
CC(C)Cc1nnc(NC(=O)Nc2ccccc2)s1 | -9% | -3% | 0% | -4.1% | 1% | 7 | 721 | -70% | 1% | -0.2%
CC(CNS(=O)(=O)c1ccccc1)Sc1nncn1C (stereo unspecified) | 32% | -1% | 10% | · | 2% | 7 | 657 | 26% | 3% | ·
N#Cc1nc(-c2ccccc2F)oc1NCc1ccccc1 | 31% | -12% | -6% | -0.4% | 2% | · | · | -6% | -1% | -0.2%
Cc1cccc(CC(=O)NCC(=O)NCc2cc(=O)n(C)c(=O)n2C)c1 | -2% | -14% | 8% | · | · | 7 | 747 | 8% | · | ·
Cc1ccc(N/N=C(\C#N)C(=O)c2ccsc2)cc1 | -8% | 0% | 5% | · | 5% | -8 | 703 | -21% | 5% | ·
CCc1ccc2c(CN3CCc4cc(OC)c(OC)cc4C3)cc(=O)oc2c1 | 8% | -4% | -4% | -20% | 7% | -11 | 618 | 11% | 0% | 1.5%
CCc1ccccc1NC(=O)N1CCC(NC(=O)C(Cc2ccccc2)NC(C)=O)CC1 (stereo unspecified) | -1% | -3% | 5% | -0.4% | -1% | -2 | 772 | 1% | 2% | 0.0%
O=C(COC(=O)/C=C/c1ccc(S(=O)(=O)N2CCOCC2)cc1)NCc1ccccc1 | 6% | 0% | 1% | -4.6% | 7% | 12 | 688 | 5% | 3% | -2.4%
CC(C)CCn1c(O)c(N=Nc2ccccn2)c2ccccc21 | ? | 4% | -1% | -16% | 4% | 8 | 621 | -2% | 19% | -2.4%
Cc1ccccc1Nc1nc(N)nc(COC(=O)c2cccn2C)n1 | -6% | -2% | 3% | -3.4% | 1% | · | · | -61% | -7% | -0.3%
Cc1ccc(N2CC(=O)Nc3c(sc4nc(C)cc(C)c34)C2=O)cc1 | 2% | -1% | 11% | · | 7% | -9 | 699 | 21% | 5% | ·
COc1ccccc1NC(=O)Nc1cnccn1 | -5% | 2% | 10% | -3.3% | 0% | 16 | 656 | 5% | -1% | -0.9%
Cc1[nH]n(-c2ncc(-c3ccc(Cl)cc3)s2)c(=O)c1C(c1ccc(Cl)cc1)C(C#N)C#N (stereo unspecified) | 38% | 12% | 90% | -2.7% | 0% | 0 | 647 | -41% | 9% | 4.6%

Nothing new here: an excerpt of the list.
SMILES | AID2073 | LYP phosphatase | Siah-1 displacement | XIAP displacement | M1AAP inhibition | Lipid droplet | Lipid droplet cells 6.5 µM | NOD2 inhibition | M17LAP inhibition | ER stress rescue
O=C(NCC(=O)N(c1ccccc1)C(C(=O)NCC1CCCO1)c1ccccc1)c1ccco1 (stereo unspecified) | 1% | -12% | -5% | 0.1% | 4% | · | · | -5% | -2% | 0.9%
CC(=O)Nc1ccc(C(=O)NCC(c2ccco2)N(C)C)cc1 (stereo unspecified) | 9% | -7% | 2% | · | · | -8 | 694 | 12% | · | ·
CC(C)Cc1nnc(NC(=O)Nc2ccccc2)s1 | -9% | -3% | 0% | -4.1% | 1% | 7 | 721 | -70% | 1% | -0.2%

Further structures
SMILES | AID2073 | LYP phosphatase | Siah-1 displacement | XIAP displacement | M1AAP inhibition | Lipid droplet | Lipid droplet cells 6.5 µM | NOD2 inhibition | M17LAP inhibition | ER stress rescue
CCC(C)[C@H](N)c1nnc(SCc2cccc(F)c2)o1 (stereo partly specified) | -7% | -9% | 0% | 4.9% | 1% | · | · | 4% | 4% | -1.4%
COC(=O)c1cccc(NC(=O)CCNC(=O)c2ccc([N+](=O)[O-])cc2)c1 | -5% | -5% | 3% | -7.2% | 1% | 14 | 560 | -7% | 2% | -1.2%
CCOc1ccc(C2C(C#N)=C(N)Oc3cc(C)n(Cc4ccco4)c(=O)c32)cc1OC (stereo unspecified) | 0% | -3% | -3% | -3.0% | 3% | 1 | 772 | 8% | 13% | 3.3%
CCOc1cc(N2CCOCC2)c(OCC)cc1NC(=O)c1nc2nccc(C)n2n1 | 1% | -9% | -2% | -0.3% | · | · | · | 6% | · | -0.4%
Cc1cccc(C(=O)NNC(=O)c2ccccc2C)c1 | 6% | -4% | 4% | -1.3% | 7% | 2 | 611 | 4% | 3% | 0.5%
COc1ccc(C2C(C#N)=C(N)Oc3cc(N)ccc32)cc1OC (stereo unspecified) | 10% | -6% | -6% | -2.0% | 4% | · | · | -139% | -1% | -1.3%
O=C(c1ccco1)N1CCN(CCCCN2C(=O)c3ccccc3C2=O)CC1 | 21% | 0% | -1% | -6.7% | -4% | · | · | -4% | -14% | -1.7%
COc1ccc(S(=O)(=O)Cc2ccc(C(=O)N3CCOCC3)o2)cc1 | -2% | 0% | -2% | -5.8% | 10% | 7 | 710 | 4% | -10% | -1.7%
O=C(NCCCN1CCOCC1)c1cc(Cl)ccc1OCc1ccccc1 | 6% | -7% | -5% | · | · | -8 | 656 | 8% | · | ·
CSc1nc(NCC(C)C)c2c3c(sc2n1)CN(C)CC3 | -3% | -8% | 8% | -2.1% | 12% | · | · | 29% | -197% | -1.5%
O=C(Nc1ccc(CN2CCOCC2)cc1)c1ccc(Br)cc1 | -12% | -4% | -3% | · | · | 10 | 844 | 6% | · | ·
C/C(=N\NC(=O)C1CC1)c1ccc(Cl)c(Cl)c1 | 2% | -9% | -2% | -4.8% | 9% | · | · | 8% | 3% | -1.1%
CC1(C)COCN1S(=O)(=O)c1ccc(C(=O)Nc2nnc(-c3ccc(Cl)s3)o2)cc1 | 2% | -6% | -9% | -3.5% | 19% | 12 | 714 | 13% | -5% | 3.1%
Cc1oc2c(c(C)cc3oc(=O)c(CC(=O)N[C@H](C(=O)O)C(C)C)c(C)c32)c1C | 50% | -6% | 3% | · | · | 1 | 832 | 4% | · | ·
CN=C(Nc1ccc(Cl)cc1)c1ccc(C(F)(F)F)cc1 | -1% | -7% | 5% | -5.5% | 4% | · | · | -32% | -12% | -3.9%
CC(C)NS(=O)(=O)c1ccc(NC(=O)CCc2ccccc2)cc1 | -1% | -13% | -2% | -6.3% | 3% | -11 | 774 | 27% | -4% | 0.8%
CCOC(CNC(=O)C(=O)Nc1cc2c3c(c1)CC(=O)N3CCC2)OCC | -6% | -9% | 0% | · | · | 8 | 720 | 4% | · | ·
O=c1cc(-c2cccc(Br)c2)nc(-c2ccccc2F)o1 | -2% | -6% | 9% | -0.9% | 2% | 4 | 626 | 4% | -11% | 1.1%
CCN1CCN(c2ccc(S(=O)(=O)N3CCOCC3)cc2NC(=O)COc2ccc(F)cc2Cl)CC1 | -6% | -4% | -2% | · | · | 0 | 827 | 19% | · | ·
Nn1c(SCC(=O)N2CCOCC2)nnc1-c1ccco1 | 0% | -5% | 4% | -2.5% | 3% | · | · | 4% | -9% | -1.9%
O=C1OC(/C=C/c2ccccc2)=NC/1=C/c1ccco1 | 14% | 2% | 34% | 1.8% | 3% | -31 | 603 | 4% | 5% | -1.2%
C/C(=N\NC(=O)c1ccc(N2CCCC2=O)cc1)c1ccccc1 | 3% | -5% | 2% | · | · | -6 | 816 | -23% | · | ·
N#CC1=C(S)N(c2ccccc2)C(c2ccc(-c3ccccc3Cl)o2)NC1=O (stereo unspecified) | 11% | -2% | 4% | -0.4% | 19% | 5 | 688 | 5% | 18% | -3.0%
CC1CCC(C(C)C)C(OC(=O)Cn2c(-c3ccccc3)[n+](C)c3ccccc32)C1 (stereo unspecified) | 1%&-5% | -8%&-4% | 5%&-1% | -6.8%&-4.0% | -3%&18% | -7&-20 | 657&611 | 34%&40% | -12%&-1% | -9.3%&-3.3%
COc1ccc(-c2cc(C3CC3)nc(SCC(=O)c3cccs3)c2C#N)cc1 | 28% | -1% | 6% | -1.5% | 3% | 3 | 624 | 13% | 0% | -1.0%
O=C(O)CSc1ccccn1 | -8% | -3% | 0% | -6.8% | 4% | · | · | -7% | 9% | -1.7%
O=C1N/C(=N\N=C\c2ccc3ncccc3c2)SC1Cc1ccc(SC(F)F)cc1 (stereo unspecified) | 16% | 10% | 0% | -3.8% | 3% | 5 | 753 | -82% | 2% | 0.2%
CC(=O)OCC(=O)Nc1c(C)cc(C)cc1C | 5% | -1% | 1% | -7.3% | 1% | -14 | 653 | -1% | 0% | 1.9%
Cc1ccc(NC(=O)CCC(=O)NNC(=O)c2ccco2)c(C)c1 | ? | -1% | 0% | -3.1% | 1% | · | · | 12% | 9% | 7.3%
Cc1nc2nc(-c3ccco3)[nH]n2c(=O)c1Cc1ccccc1 | 11% | -3% | 4% | -4.4% | 10% | -5 | 657 | 12% | 20% | ·
CCN(CC)P1(=O)OC(c2cc(OC)c(OC)c(OC)c2)=Nc2c1c(C)nn2-c1ccccc1 (stereo unspecified) | 5% | 4% | 3% | -0.7% | -3% | · | · | 3% | 13% | -2.0%
CN(C)c1ccc(NC(=O)c2cccc(C(=O)Nc3ccc(N(C)C)cc3)n2)cc1 | -8% | -3% | -6% | -6.6% | 2% | 5 | 601 | -3% | 2% | -6.5%
COCCN1CSC(=S)N(Cc2ccco2)C1 | -20% | 1% | -2% | -3.2% | 13% | · | · | 6% | 8% | -1.2%
Cn1c(CNS(=O)(=O)c2ccc(F)cc2)n[nH]c1=S | -11% | -2% | -3% | -3.9% | -6% | · | · | -17% | -14% | 0.5%
Cn1c(SCC(=O)NCc2ccc3c(c2)OCO3)nnc1C1COc2ccccc2O1 (stereo unspecified) | -6% | 0% | -3% | -21% | 7% | 1 | 789 | -1% | <1µM* | -2.5%
CCOC(=O)COc1ccccc1/C=N\NC(=O)c1cc2c(ccc3ccccc32)o1 | 16% | 0% | 8% | · | · | -6 | 707 | 10% | · | ·
COC(=O)c1c(C)[nH]c(O)c1C=Nc1ccc(C#N)cc1 | -3% | -8% | -2% | -4.7% | 5% | 3 | 660 | -21% | -1% | 0.4%
Cc1ccc(CNC(=O)CCCNS(=O)(=O)c2cccc3nonc23)cc1 | -6% | 1% | 0% | -5.3% | 0% | 0 | 718 | 19% | -10% | -3.3%
COCCNS(=O)(=O)c1ccc(-c2ccc(S(=O)(=O)NCCOC)cc2)cc1 | 11% | -6% | 6% | -8.5% | -3% | 14 | 723 | 16% | -1% | -0.1%
COc1cccc2cc(C(=O)NCc3ccccc3)c(=N)oc12 | 14% | -11% | 3% | · | · | -29 | 757 | 16% | · | ·
